Bim-Bcl-W: inhibitors of Bim-Bcl-W interaction, human; Q92843; bead-based flow cytometry, Bim peptide-Bcl-W binding; inhibition, % at 10 µM; 190,000 compounds, 0.02% hits; AID 952;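 further: 0% = bound tracer without compound and 100% = peptide blocker; higher means less fluorescent Bim peptide bound to Bcl-W beads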
Target sequence (Q92843 whole entry, looked up): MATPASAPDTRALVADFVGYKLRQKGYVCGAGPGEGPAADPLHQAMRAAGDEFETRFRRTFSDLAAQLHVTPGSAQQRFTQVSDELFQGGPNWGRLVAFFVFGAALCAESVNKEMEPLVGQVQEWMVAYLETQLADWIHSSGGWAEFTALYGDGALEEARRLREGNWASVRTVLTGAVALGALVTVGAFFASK
Bcl-XL Bim block: human Bim-Bcl-XL interaction inhibition; Q07817; Bim peptide-Bcl-XL binding, bead flow cytometry, fluorescence; inhibition, % at 10 µM; 190,000 compounds, 0.04% hits; AID 1007
Bim-Mcl-1: human Bim-Mcl-1 interaction inhibition; Q07820; Bead-based flow cytometry, Bim peptide-Mcl-1 binding; inhibition, % at 10 µM; 190,000 compounds, 0.1% hits; AID 1009;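 further: 0% = no compound tracer wells and 100% = peptide blocker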
Target sequence (Q07820 whole entry, looked up): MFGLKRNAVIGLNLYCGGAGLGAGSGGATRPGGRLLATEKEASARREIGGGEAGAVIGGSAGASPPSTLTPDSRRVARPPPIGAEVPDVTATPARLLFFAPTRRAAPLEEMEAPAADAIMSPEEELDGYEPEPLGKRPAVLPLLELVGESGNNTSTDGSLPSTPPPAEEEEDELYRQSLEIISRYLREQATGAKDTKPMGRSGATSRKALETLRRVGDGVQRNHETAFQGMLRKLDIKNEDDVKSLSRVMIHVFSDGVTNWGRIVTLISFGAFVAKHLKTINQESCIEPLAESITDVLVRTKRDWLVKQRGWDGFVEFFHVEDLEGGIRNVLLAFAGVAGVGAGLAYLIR
Bcl-2 Bim block: human Bim-Bcl-2 interaction inhibition; AID 950; inhibition, % at 10 µM; 190,000 compounds, 0.06% hits; P10415; Bead-based flow cytometry, Bim peptide-Bcl-2 binding; in the data active means inhibition above about 40%; inconclusive means no clear call, values can overlap the other calls;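 further: 0% = no compound wells with probe peptide and 100% = reference peptide inhibitor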
Target sequence (P10415 whole entry, looked up): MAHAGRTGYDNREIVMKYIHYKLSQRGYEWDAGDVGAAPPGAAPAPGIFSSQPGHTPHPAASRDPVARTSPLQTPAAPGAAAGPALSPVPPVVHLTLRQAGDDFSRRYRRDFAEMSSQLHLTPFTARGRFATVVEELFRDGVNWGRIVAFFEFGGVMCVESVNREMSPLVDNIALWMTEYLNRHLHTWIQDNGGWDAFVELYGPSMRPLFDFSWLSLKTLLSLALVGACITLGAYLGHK
RGS8-Gao: modulates binding of RGS8 to human Galphao | P09471 | multiplexed bead flow cytometry; actives lie on both sides | response (percent of control binding), % at 10 µM | 220,000 compounds, 0.34% hits | AID 1423; in the data active means response below about 60% or above about 140%; inactive means in between;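 further: Galphao activated as the GDP aluminium fluoride complex binding bead-coupled RGS8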
RGS7-Gao reg: human RGS7-Galphao interaction regulation. P09471. binding response (% of control), % at 10 µM. AID 1439. Multiplexed bead flow cytometry, RGS7-Galphao binding; actives lie on both sides. 220,000 compounds, 0.35% hits; in the data active means binding response below about 49% or above about 150%; inconclusive means no clear call, values can overlap the other calls; inactive means in between;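 further: fluorescent Galphao held in activated GDP-AlF4 state binding bead-coupled RGS7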
RGS4-Gao reg: human RGS4-Galphao interaction regulation. Multiplexed bead flow cytometry, RGS4-Galphao binding; actives lie on both sides. binding response (% of control), % at 10 µM. 220,000 compounds, 0.33% hits; in the data active means binding response below about 49% or above about 150%; inactive means in between;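 further: fluorescent Galphao activated with aluminum fluoride binding bead-coupled RGS4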
Bcl-B Bim block: inhibitors of Bim-Bcl-B interaction, human | inhibition, % at 10 µM | bead-based flow cytometry, Bim peptide-Bcl-B binding | AID 951 | 190,000 compounds, 0.073% hits | Q9HD36;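 further: 0% = tracer peptide without compound and 100% = reference inhibitor peptide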
Target sequence (Q9HD36 whole entry, looked up): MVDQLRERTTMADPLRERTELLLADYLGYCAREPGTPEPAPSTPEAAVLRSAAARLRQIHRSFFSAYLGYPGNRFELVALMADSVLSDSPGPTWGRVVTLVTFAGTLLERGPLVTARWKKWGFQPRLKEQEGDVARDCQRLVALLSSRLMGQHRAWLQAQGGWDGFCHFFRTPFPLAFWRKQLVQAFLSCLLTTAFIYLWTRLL
GSH fluor: GSH bead compound fluorescence profile; GSH beads flow cytometry, compound fluorescence 488/530 nm; stronger effect = higher value; fluorescence (KMESF) at 10 µM; 190,000 compounds, 0.25% hits; AID 1776; in the data active means fluorescence above about 89;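 further: glutathione beads carrying GST-tagged Bcl family fusion proteins plus one bare bead set; values are compound well signal with DMSO vehicle wells as background; inactives centre near 16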
Bim-Bfl-1: disrupts Bim binding to human Bfl-1; 190,000 compounds, 0.12% hits; Bead-based flow cytometry, Bim-Bfl-1 binding inhibition; Q16548; inhibition, % at 10 µM; AID 1008;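 further: 0% = wells without compound plus tracer and 100% = blocker peptide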
Mcl1-Bid inh: disrupts binding of human Mcl-1 to Bid peptide | TR-FRET Mcl-1/Bid-Dy647 peptide binding, 1536-well | inhibition, % at 21.7 µM | 220,000 compounds, 0.97% hits;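 active means compounds that cut the binding signal by more than half at the single screening dose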;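 further: His-tagged Mcl-1 with europium anti-His antibody binding Bid BH3 peptide; 0% = Mcl-1 plus peptide wells and 100% = peptide-only wells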
* = called active by the depositor; ? = inconclusive; . = no result given; & = joins results of further samples. Unless noted, no stated cut-off is given here; in the data, active means inhibition above about 40%.

Every second line gives: Bim-Bcl-W	Bcl-XL Bim block	Bim-Mcl-1	Bcl-2 Bim block	RGS8-Gao	RGS7-Gao reg	RGS4-Gao reg	Bcl-B Bim block	GSH fluor	Bim-Bfl-1	Mcl1-Bid inh
CC1(C(=O)OCC(=O)Nc2ccccc2Cl)CC1(Cl)Cl (configuration not stated)
  -1	1	0	-3	101	?	101	-1	12	-4	-23
Cc1cc(C(C)(C)C)cc(C)c1CC1=NCCN1
  -2	-5	-3	-1	104	101	101	-3	20	-1	-3
O=CNC1CCCc2c1[nH]c1ccc(Cl)cc21 (configuration not stated)
  -1	0	1	6	101	100	99	5	13	1	-27
Cc1cc(NC(=O)COC(=O)c2ccc(NS(=O)(=O)c3ccc(C)c(C)c3)cc2)no1
  0	-2	-2	-3	102	96	102	0	12	-3	-15
CCOC(=O)c1c(NC(=O)COc2cccc3c2CCN(C)C3=O)sc2c1CCC2
  -1	-5	-2	-6	101	101	99	-7	10	-13	16
O=C(c1nc2nc(-c3cccs3)cc(C(F)(F)F)n2n1)N1CCN(Cc2ccccc2)CC1
  -2	0	0	3	99	100	100	-2	15	3	-7
COc1ccc2[nH]c3c(NCCN(C(C)C)C(C)C)ncnc3c2c1
  0	-1	-3	0	113	107	111	4	22	0	-19
C#CCOC(=O)C[N+](C)(C)C/C=C/c1ccccc1
  4	0	0	1	97	89	94	-2	18	-3	4
Cc1[nH]c2ccccc2c1C(=O)CSc1nc2ccccc2c(=O)n1-c1ccccc1F
  0	0	0	-5	102	106	104	-3	9	-3	-41
O=C(Cc1ccc(Cl)cc1)Nc1ccc(N2CCN(C(=O)c3ccco3)CC2)c(Cl)c1
  -4	-3	-3	-4	100	98	97	-6	28	0	-19
CCC(C)N1CCN(C(=O)c2cccs2)CC1 (configuration not stated)
  -3	-2	-3	9	101	99	100	-1	19	-2	41
COc1ccc([N+](=O)[O-])cc1NC(=O)CSCc1ccccc1
  -8	-3	-15	18	102	101	103	33	9	1	-15
O=C1CN(S(=O)(=O)c2ccc(Cl)cc2C(F)(F)F)CCN1
  -3	-2	1	-2	99	98	98	1	11	7	-1
Cc1ccc(S(=O)(=O)N2CCCC(C(=O)NCC3COCCO3)C2)cc1 (configuration not stated)
  0	-8	-2	-7	105	107	101	-7	40	-8	-14
COCCCNC(=O)CN(C1CCCCC1)S(=O)(=O)c1ccc(C)cc1
  -3	-7	-5	-7	100	97	102	-7	20	-17	-4
O=C(Nc1cccc(-c2cc3ccccc3oc2=O)c1)c1ccc(Br)o1
  -2	-5	-5	0	102	99	100	-5	29	0	-5
Cc1csc(NC(=O)CN(C)S(=O)(=O)c2cccc3cccnc23)n1
  -1	-4	-2	-9	100	101	103	-7	13	-12	-4
Cc1cccc(CCN=c2c([N+](=O)[O-])nn(-c3ccccc3)n2O)c1
  0	-4	-1	-1	95	90	93	-2	11	-3	12
CCOc1cc(/C=N/NC(=O)c2cccnc2)ccc1OC(=O)c1ccco1
  -2	0	0	-2	99	98	95	5	9	-2	-25
CCCCOP(=O)(c1ccc(N(C)C)cc1)C(O)c1ccccc1F (configuration not stated)
  0	-4	2	-6	103	104	106	-6	23	-6	-41
COC(=O)c1ccc(Cn2nc(C)c(Br)c2C)cc1
  -4	-3	0	-2	106	102	102	-3	30	-4	-22
O=C(/C(=C\c1ccccc1)c1nc2ccccc2[nH]1)c1ccc(Cl)cc1
  -6	-10	-9	-4	100	96	98	-6	10	-4	-48
Cc1ccc(S(=O)(=O)NC(=O)Nc2c(C)n(C)n(-c3ccccc3)c2=O)cc1
  1	1	0	-8	97	102	99	-7	13	-11	-50
CCOC(=O)c1ccc(NC(=O)N2CCN(c3cccc(OC)c3)CC2)cc1
  0	-1	-3	-1	100	?	105	1	17	3	-7
CCc1cc(=O)oc2cc(C)cc(OC(C)C(=O)O)c12 (configuration not stated)
  -3	-4	-3	-1	101	99	101	-2	16	0	11
CC(=O)c1ccc2noc(-c3cccc(C)c3)c2c1
  -4	-6	-2	-3	98	94	99	-5	15	-4	-4
Cc1cccc(Nc2nc(-c3ccccn3)cs2)n1
  -1	-1	-4	-3	101	96	98	3	29	-4	-58
CC/C(=N/Nc1ccccc1Cl)c1cnnc(-c2ccccc2)n1
  .	.	.	?	100	88	87	.	41	.	-5
COc1ccc(CNC(=O)Cn2ncn3cccc3c2=O)cc1
  0	-2	0	0	102	100	103	-4	14	-9	-1
CCOc1ccc(NC(=O)CSc2nnc(COc3c(C)cccc3C)o2)cc1
  2	-2	0	-8	100	105	101	-6	24	-11	2

2 entries drawn at random from the list so far:
Every second line gives: Bim-Bcl-W	Bcl-XL Bim block	Bim-Mcl-1	Bcl-2 Bim block	RGS8-Gao	RGS7-Gao reg	RGS4-Gao reg	Bcl-B Bim block	GSH fluor	Bim-Bfl-1	Mcl1-Bid inh
Cc1cccc(Nc2nc(-c3ccccn3)cs2)n1
  -1	-1	-4	-3	101	96	98	3	29	-4	-58
CCOc1ccc(NC(=O)CSc2nnc(COc3c(C)cccc3C)o2)cc1
  2	-2	0	-8	100	105	101	-6	24	-11	2

More results
Every second line gives: Bim-Bcl-W	Bcl-XL Bim block	Bim-Mcl-1	Bcl-2 Bim block	RGS8-Gao	RGS7-Gao reg	RGS4-Gao reg	Bcl-B Bim block	GSH fluor	Bim-Bfl-1	Mcl1-Bid inh
Cc1ccc(C(=O)NNC(=S)NC(=O)c2ccc(Cl)cc2Cl)cc1
  -5	-5	1	-1	102	103	103	-8	15	-9	-149
COc1ccc(CC(C#N)(CO)c2nc3ccccc3[nH]2)cc1 (configuration not stated)
  -1	-7	-5	-1	110	105	101	-3	18	-6	-49
CC(C)C[C@H](NC(=O)c1ccc(OC2CCN(C(=O)C3CC3)CC2)cc1)C(N)=O
  -2	-5	-2	-1	103	100	102	-10	15	-4	-24
CCN(CC)S(=O)(=O)c1ccc(C(=O)N(c2ccccc2)C2C=CS(=O)(=O)C2)cc1 (configuration not stated)
  0	0	-2	-3	102	96	101	-4	9	-2	-8
CN(/C(=N\S(=O)(=O)c1ccccc1)c1ccccc1)c1ccc(O)cc1
  -2	-2	0	-3	94	86	89	-5	8	-5	-6
CCCOc1ccc(N2C(=O)CC(N3CCC(C(=O)OCC)CC3)C2=O)cc1 (configuration not stated)
  0	1	1	0	98	89	98	-2	9	-1	-9
O=C1N/C(=C\c2ccsc2)C(=O)N1Cc1ccc(F)cc1
  -2	-10	-5	-4	98	98	98	-6	13	-3	-6
CCc1ccc(-c2ccc(SCC(=O)NCC3CCCO3)nn2)cc1 (configuration not stated)
  2	0	0	1	100	108	102	-2	13	-3	6
CCOc1c(Cl)cc(C2NC(=O)NC(C)=C2C(=O)NCc2ccccc2)cc1OC (configuration not stated)
  0	-8	-2	-8	102	100	100	-6	33	-17	-35
CCc1c(C)nc2ncnn2c1N1CCC(C(=O)Nc2ccc(C)cc2)CC1
  -1	0	-5	-7	84	92	69	0	35	-6	3
O=C1C2C3C=CC(C3)C2C(=O)N1c1ccc(Cc2ccncc2)cc1 (configuration not stated)
  -8	-4	-5	-4	101	97	99	-5	21	-1	-6
Cc1cc2ncn(CCOc3ccccc3)c2cc1C
  -1	-1	0	-3	100	99	96	0	29	-4	-3
Cc1cc(C)c2c(=O)[nH]n(C3CCOC(C)(C)C3)c2n1 (configuration not stated)
  0	-4	0	-6	106	104	104	-6	23	-10	-28
CCNC(=S)N1CCc2ccccc2C1
  -2	-2	0	-3	103	103	107	-19	11	2	-33
COc1cccc(Cn2c(=S)[nH]c3ccc(N4CCOCC4)cc3c2=O)c1
  1	0	1	-2	101	102	97	-5	9	4	-36
CCOC(=O)C1=C(C)N(C)C(=O)NC1c1cccc(O)c1 (configuration not stated)
  0	-4	0	-4	97	98	98	-3	11	-8	-22
O=C(Cc1cc(=O)[nH][nH]1)N/N=C/C=C/c1ccccc1
  0&0	-3&-2	-1&-2	0&-2	96&94	100&90	98&89	1&0	21&10	1&1	-119&-124
c1ccc(CN2CCN(c3nc(NCc4ccco4)c4ccccc4n3)CC2)cc1
  2	1	0	3	99	100	102	0	4	3	-32
Cc1nc2ccc(N=NC3=C(O)CCCC3=O)cc2s1
  -2	-3	-1	0	105	106	103	-3	16	0	-24
COc1ccc(-c2cn3cc(C)ccc3n2)cc1F
  0	0	2	-2	103	103	100	0	15	-3	-45
Cc1cc(-c2ccc(Cl)cc2)c(C#N)c(N)n1
  0	2	3	2	103	109	112	2	10	0	-25
COc1ccc(CCNC(=O)CSc2ccc(-c3cccs3)nn2)cc1OC
  -1	-1	-2	-1	98	96	97	-1	71	-1	-12
CC(C)OC(=O)CCCN1C(=O)c2ccc(N)cc2C1=O
  -2	0	0	-1	108	105	107	-3	11	-3	-23
CCCCC(C(=O)O)C(C)CC(=O)Nc1cccc(C(=O)O)c1 (configuration not stated)
  1	-5	2	0	100	100	102	1	11	-1	-23
COc1ccc(NC(=O)c2ccc(S(=O)(=O)N3CCOCC3)cc2)c(OC)c1
  1	-1	0	0	100	99	103	-3	17	-1	-12
COC(=O)/C=C(\C)NC(=O)c1cccs1
  -2	-1	-2	1	102	101	101	0	22	0	-4
O=[N+]([O-])c1ccc(Cl)c(/C=N/N2CCN(C3c4ccccc4-c4ccccc43)CC2)c1
  -1	3	1	0	97	98	98	-2	35	-3	-23
O=C(CSc1nnc(-c2ccc(Cl)cc2)n1CC1CCCO1)NC1CCS(=O)(=O)C1 (configuration not stated)
  -2	-4	-1	0	97	93	98	-3	19	-4	-32
O=C(CCNC(=O)Cn1ccc2ccccc2c1=O)NCc1ccc(F)cc1Cl
  0	0	0	-2	105	?	105	-4	14	-5	-16
CCOc1cc(NS(C)(=O)=O)c(OCC)cc1NC(=O)c1cccs1
  -5	-3	-3	-1	102	103	100	-4	14	-1	-27
COc1cccc(C2C(C(N)=O)=C(C)Nc3nc(CCCO)nn32)c1OC (configuration not stated)
  -5	-10	-4	-8	93	94	90	-11	14	-10	-5
COc1cc(C(=O)OCc2ccc(C)cc2)cc(NC(=O)c2cccs2)c1OC
  -4	-3	-4	-3	98	93	94	-7	6	-1	-10
COCCNC(=O)/C(C#N)=C/c1c(F)cccc1Cl
  -3	-3	1	0	99	?	100	0	13	-6	-9
O=C(O)CC(NC(=O)COc1ccccc1)c1cccc([N+](=O)[O-])c1 (configuration not stated)
  0	-1	3	-2	101	102	99	0	11	-3	-19
Cc1cc(C)nc(N2CCCC(C(=O)NC3CCCC3)C2)n1 (configuration not stated)
  5	-4	0	-5	98	100	99	-2	12	-16	4
CC(C)C(=O)Nc1sc2c(c1-c1nc3ccccc3[nH]1)CCCC2
  -1	-1	-3	-3	103	105	99	0	14	0	-78
CCOC(=O)c1[nH]c(C)c(C(=O)N2CCN(c3cccc(Cl)c3)CC2)c1C
  1	-2	0	-7	101	102	103	-8	14	-12	-18
CCCCCOc1ccc(C(=O)N(Cc2ccco2)C2CCS(=O)(=O)C2)cc1 (configuration not stated)
  0	-5	-2	-10	102	101	103	-6	23	-21	-8
Cc1c(NC(=O)/C(C#N)=C/C2CC=CCC2)c(=O)n(-c2ccccc2)n1C (configuration not stated)
  0	0	0	1	101	99	104	3	22	0	-10

High-throughput results (PubChem BioAssay)

The order is random, and some 1.8% of all compounds hit somewhere here.
